# SENP1 inh = human SENP1 catalytic domain inhibitors, primary screen, biochemical, FRET, uHTS; Sentrin-specific protease 1 (Homo sapiens), Q9P0U3; recombinant SENP1 catalytic domain, CyPet-SUMO1-YPet FRET cleavage; inhibition, % at 10 µM; hit rate 0.21% among 360,000; AID 624204, 2012;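 active means inhibition at least 30% at 10 µM, raw YFP signal under a set limit, fluorescence ratio 0.5 to 1.5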;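 further: 0% = enzyme with DMSO and 100% = no enzyme wells; some results filed as inactive read as strong as hits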
# Target sequence (Q9P0U3 419-644 limits assumed): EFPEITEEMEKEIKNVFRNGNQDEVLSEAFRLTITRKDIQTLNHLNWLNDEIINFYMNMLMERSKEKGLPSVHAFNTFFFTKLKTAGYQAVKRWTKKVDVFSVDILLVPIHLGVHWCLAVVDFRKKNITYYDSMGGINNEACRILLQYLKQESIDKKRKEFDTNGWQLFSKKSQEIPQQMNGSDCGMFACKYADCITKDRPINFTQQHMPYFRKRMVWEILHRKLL
#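 Material: hSENP1 catalytic domain, recombinant; medium: Tris pH 8 with BME, BSA, NP40 and catalase; compound: single concentration of 10 µM compound, 0.5% DMSO final; technique: FRET read of cyan and yellow fluorescence; timing: 50 min enzyme reaction, room temperature, light-protected; reagent: SFCypet-SUMO1-SFYpet substrate at 25 nM; control set: no-enzyme low, enzyme-DMSO high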
# APOBEC3A inh = APOBEC3A ssDNA deaminase inhibitors, primary screen, selectivity assay for APOBEC3G inhibitor project, biochemical, FAM/TAMRA oligo cleavage fluorescence; AID 493011, 2011; hit rate 0.41% among 330,000; DNA dC->dU-editing enzyme APOBEC-3A (Homo sapiens), P31941; recombinant A3A, FAM/TAMRA ssDNA deamination fluorescence; inhibition, % at 20 µM;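 active means at least 40% inhibition at 20 µM here, with at most 30% in a related deaminase screen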;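 further: plate controls were A3A with DMSO for no effect and wells lacking A3A enzyme for full effect; some results filed as inactive read as strong as hits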
# Target sequence (P31941 whole entry, looked up): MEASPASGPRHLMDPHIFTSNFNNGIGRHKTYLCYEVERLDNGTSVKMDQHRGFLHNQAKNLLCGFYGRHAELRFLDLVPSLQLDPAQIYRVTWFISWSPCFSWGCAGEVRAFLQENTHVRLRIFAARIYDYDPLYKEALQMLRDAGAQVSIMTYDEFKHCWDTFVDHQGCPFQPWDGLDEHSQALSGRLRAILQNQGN
# APOBEC3G inh = APOBEC3G DNA deaminase inhibitors, primary screen, biochemical, fluorescence, single-stranded DNA substrate, uHTS; DNA dC->dU-editing enzyme APOBEC-3G (Homo sapiens), Q9HC16; recombinant A3G, ssDNA deamination FAM/TAMRA fluorescence; inhibition, % at 20 µM; hit rate 0.28% among 330,000; AID 493012, 2011;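 active means inhibition of at least 40% at 20 µM, with no more than 30% in the related APOBEC3A deaminase screen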;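 further: plate controls were DMSO wells with A3G for no effect and wells lacking A3G enzyme for full effect; some compounds called inactive have numbers as strong as hits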
# Target sequence (Q9HC16 whole entry, looked up): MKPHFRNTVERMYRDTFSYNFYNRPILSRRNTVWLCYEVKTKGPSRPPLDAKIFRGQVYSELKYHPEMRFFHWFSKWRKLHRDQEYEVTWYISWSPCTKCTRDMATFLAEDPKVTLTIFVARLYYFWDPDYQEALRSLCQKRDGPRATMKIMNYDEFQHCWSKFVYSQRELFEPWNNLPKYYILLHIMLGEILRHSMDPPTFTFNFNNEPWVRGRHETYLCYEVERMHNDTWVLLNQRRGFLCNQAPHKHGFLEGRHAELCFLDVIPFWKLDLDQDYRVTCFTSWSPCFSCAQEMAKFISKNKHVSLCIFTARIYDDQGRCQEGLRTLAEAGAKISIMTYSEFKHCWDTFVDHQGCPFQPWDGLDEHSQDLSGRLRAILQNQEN
# NLRP3 yeast inh = NALP3 inflammasome inhibitors in reconstituted yeast, primary screen, luminescence, uHTS. Yeast reconstituted NLRP3/ASC/caspase-1, beta-gal luminescence, 24 h. inhibition, % at 10 µM. hit rate 0.39% among 330,000;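 active means inhibition of 50% or more; inactive means inhibition below 50%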;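 further: plate controls were induced DMSO wells for no effect and uninduced yeast grown without galactose for full effect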
# beta cell repl = inducers of MIN6 beta-cell proliferation, primary screen, ATP luminescence, uHTS. MIN6 cells proliferation, ATPlite luminescence, 48 h; cells starved in 0.2% serum; 100% = growth in 10% serum. proliferation, % at 10 µM. hit rate 0.29% among 330,000. AID 2380, 2010;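 active means compounds whose signal lies at least 3.5 SD above the mean of all wells on their plate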;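 further: 0% = DMSO-treated cells in low-serum medium and 100% = 10% serum control; some compounds called inactive have numbers as strong as hits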
# mIAP activ = activators of mouse IAP, primary screen, biochemical, luminescence, uHTS | muIAP, CDP-Star luminescence, 30 min; hits give high values; 1 = vehicle-only enzyme signal, 0 = enzyme-free wells | activation factor at 10 µM | hit rate 0.24% among 330,000 | AID 2805, 2010;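 active means activation factor of at least 2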; further: the source names both 10 and 20 µM as test concentration; values of inactives mirror those of a sister screen read the other way
#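 Assay system: mouse IAP enzyme; reagent: chemiluminescent substrate CDP-Star; dosing: test compounds delivered from DMSO solution; schedule: 30 min at room temperature; measured by: luminescence from enzymatic CDP-Star hydrolysis; controls: DMSO-only wells and no-enzyme negative control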
# hIAP block = human IAP inhibitors, primary screen, biochemical, luminescence, uHTS; AID 2544, 2010; inhibition, % at 10 µM; hit rate 0.12% among 330,000; purified IAP, CDP-Star luminescence, 30 min; Intestinal-type alkaline phosphatase (Homo sapiens), P09923;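 active means inhibition reaching a set limit with compound at 10 µM in the primary screen, cut at about 35% in these data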;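 further: plate controls were DMSO wells with enzyme for no effect and no-enzyme buffer wells for full effect; values of inactives mirror those of a sister screen read the other way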
# mIAP block = inhibitors of mouse IAP, primary screen, biochemical, luminescence, uHTS; purified mouse IAP, CDP-Star luminescence, 30 min; inhibition, % at 10 µM; AID 2806, 2010; hit rate 0.2% among 330,000;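 active means inhibition of at least 40% at 10 µM in the primary screen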;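 further: plate controls were DMSO with enzyme for no effect and no enzyme wells for full effect; values of inactives mirror those of a sister screen read the other way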
# hIAP activ = human IAP activators, primary screen, biochemical, luminescence, uHTS; Intestinal-type alkaline phosphatase (Homo sapiens), P09923; purified human IAP, CDP-Star luminescence, 30 min; hits give high values; 1 = vehicle-only enzyme, 0 = enzyme-free background; activation factor at 10 µM; hit rate 0.16% among 330,000;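 active means activation factor of the enzyme at least 2-fold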; further: the source names both 10 and 20 µM as test concentration; values of inactives mirror those of a sister screen read the other way
# Starred values were filed as active, the others as inactive; . = no result given.
SMILES,SENP1 inh,APOBEC3A inh,APOBEC3G inh,NLRP3 yeast inh,beta cell repl,mIAP activ,hIAP block,mIAP block,hIAP activ
CC(C)(C)NC(=O)C(c1cccs1)N(CC1CCCO1)C(=O)c1ccc(-c2ccccc2)[nH]1 (stereo not given),-5,1,1,-2,0,1,-1,0,1
CSCC[C@H](NC(=O)c1ccc(Br)o1)c1nnc2ccccn12,-1,-1,-4,10,5,1,8,0,0.92
COCCCNc1cc(C)nc2ccccc12,-1,-3,-11,24,-3,0.94,-16,6,1.2
Cc1cccc(CCNS(=O)(=O)c2ccc3c(c2)NC(=O)C(C)S3)c1 (stereo not given),1,-2,-8,-1,-3,1.1,-7,-9,1.1
CN(C(=O)COc1ncnc2sccc12)C1CCCCC1,-2,-10,-13,2,-4,0.99,10,1,0.9
C/C(=N\Nc1ccc(F)cc1)c1ccc(N2CCOCC2)c(F)c1,0,-4,-8,12,-1,0.94,8,6,0.92
CCOC(=O)Cn1c(=O)c2c(nc3n2CCS3)n(C)c1=O,1,7,1,23,-2,1,-2,0,1
Cc1ccccc1OCC(=O)NNC(=O)c1cc(S(=O)(=O)N(C)C)ccc1N1CCCC1,0,2,8,17,-1,1.1,-46,-6,1.5
CCOc1ccc(NC(=O)C2CC(=O)N(C)C(=Nc3ccc4c(c3)OCO4)S2)cc1 (stereo not given),-1,-2,-7,19,-2,0.95,17,5,0.83
CC(=O)c1cc2c(cc1N/C(=N/S(=O)(=O)c1ccc(C)cc1)c1ccccc1)OCO2,-3,-8,-7,15,0,1,-24,-4,1.2
Cc1ccc(-c2nc(SCC(N)=O)c(C#N)c3c2CCCC3)cc1,0,0,-10,4,-3,0.95,-12,5,1.1
COc1ccc(Cc2nnc(NC(=O)Nc3ccc(F)cc3)s2)cc1OC,1,-2,-4,-1,1,1,-2,-2,1
O=C(NCc1ccco1)c1cnc2sccn2c1=O,-1,1,-8,-4,3,0.99,22,1,0.78
CC1CCCC(C)N1C(=O)COC(=O)c1ccc(Br)o1 (stereo not given),1,-6,-7,15,-1,0.99,13,1,0.87
O=C(Nc1cccnc1)c1cccc(S(=O)(=O)Nc2ccccc2F)c1,1,-1,-3,6,2,0.95,24,5,0.76
Cc1ccc(SCc2cc(=O)n3[nH]c(C)nc3n2)cc1,1,-3,-3,1,-1,1,9,-3,0.91
COc1ccc(C)cc1NC(=O)CN(C)S(=O)(=O)c1cc(C)ccc1OC,1,2,2,8,-1,1,-10,-4,1.1
CC(=O)c1c(Nc2ccc3c(c2)OCCO3)oc(C)cc1=O,-13,-2,-2,9,-1,0.89,5,11,0.95
Cn1c(=O)c2c(ncn2CC(=O)N/N=C/c2c[nH]c3ccccc23)n(C)c1=O,.,0,-8,9,-3,1.1,-1,-8,1
CCN(C(=S)NC(=O)C1CC1)c1ccccc1,1,-6,-3,0,-2,0.95,7,5,0.93

# Sorted by value in mIAP activ (lowest first): three of the compounds above
SMILES,SENP1 inh,APOBEC3A inh,APOBEC3G inh,NLRP3 yeast inh,mIAP activ,hIAP block,mIAP block,hIAP activ
C/C(=N\Nc1ccc(F)cc1)c1ccc(N2CCOCC2)c(F)c1,0,-4,-8,12,0.94,8,6,0.92
CCOc1ccc(NC(=O)C2CC(=O)N(C)C(=Nc3ccc4c(c3)OCO4)S2)cc1 (stereo not given),-1,-2,-7,19,0.95,17,5,0.83
Cc1cccc(CCNS(=O)(=O)c2ccc3c(c2)NC(=O)C(C)S3)c1 (stereo not given),1,-2,-8,-1,1.1,-7,-9,1.1

# Next section.
SMILES,SENP1 inh,APOBEC3A inh,APOBEC3G inh,NLRP3 yeast inh,beta cell repl,mIAP activ,hIAP block,mIAP block,hIAP activ
CN1C(=O)c2ccccc2Sc2ccc(NC(=O)NC3CC3)cc21,-4,-4,-6,8,-3,1.3,-4,-29,1
COc1cc(C(=O)NCCC(c2ccccc2)c2ccccc2)cc(OC)c1OC,2,-5,-10,18,-3,1.3,-42,-34,1.4
CC(C)S(=O)(=O)C/C(N)=N/OC(=O)c1cc(Cl)cc(Cl)c1,3,7,12,22,0,1.1,3,-7,0.97
CC(C)[C@H]1COCCS(=O)(=O)N1Cc1ccccc1-c1cccc(Cl)c1,2,1,2,.,.,1,.,-1,.
CC(C)N(Cc1ccccc1)C(=O)COC(=O)C1CCCCC1,2,1,11,22,-4,1,-13,0,1.1
CC(=Nc1ccc2c(c1)nc(CO)n2C)C1=C(O)CC(C)(C)CC1=O,-1,2,3,5,-2,1.1,-26,-6,1.3
CC[n+]1c(-c2ccccc2)csc1Nc1c(C)n(C)n(-c2ccccc2)c1=O,1,9,0,17,-4,0.99,9,0,0.91
Cc1ccc(N2CC(NS(=O)(=O)c3cccnc3)CC2=O)cc1 (stereo not given),0,-2,6,7,-1,1.1,-12,-7,1.1
COc1cc2c(cc1OC)CN(c1nc(CN3CCOCC3)nc3sc4c(c13)CCCC4)CC2,-6,0,-10,18,-6,1,4,-4,0.96
Cc1ccc(N2CC(C(=O)Nc3cc(Cl)ccc3-n3cncn3)CC2=O)cc1 (stereo not given),-1,0,-6,5,-1,0.97,6,3,0.94
O=C(NNC(=O)C1CCC1)c1ccccc1,0,2,5,15,-3,0.94,-9,6,1.1
CC(Oc1ccccc1)C(=O)N=Nc1c(O)[nH]c2ccc(Br)cc12 (stereo not given),2,3,-3,9,-1,0.9,-29,10,1.3
CCN(CC)C(=O)Cn1c(=O)n(-c2ccccc2)c(=O)c2c3c(sc21)CCC3,0,-1,1,6,0,0.97,-13,3,1.1
C[C@H](NC(=O)[C@H]1N2C(=O)c3ccccc3C2SC1(C)C)C(=O)N1CCCCC1 (stereo not given in full),-5,-2,-4,0,0,0.94,-7,6,1.1
Cc1sc(NC(=O)CS(=O)(=O)c2ccccc2)c(C(N)=O)c1C,-1,-1,-11,2,1,0.95,-9,5,1.1
Cc1ccnc(NC(=O)CNC(=O)Cc2cccc3ccccc23)c1,-3,-2,-3,10,-3,1.1,2,-8,0.97
O=C(O)c1ccc(Nc2nc3c(s2)CCCC3)cc1,-1,0,-4,-8,-2,0.89,-10,11,1.1
CC1=NN(C(=O)CCc2ccccc2)C(O)(c2ccncc2)C1 (stereo not given),1,3,3,4,-3,1,-1,-2,1
O=C(COC(=O)c1ccc([N+](=O)[O-])o1)Nc1ccc(N2CCOCC2)cc1,1,-5,-7,16,-4,1,0,-1,1
O=C(O)c1cnn(-c2nc(-c3cccc(F)c3)cs2)c1C(F)(F)F,2,1,-2,4,-2,1,-11,-1,1.1

# Sorted by formula weight (smallest number first): some entries from above
SMILES,SENP1 inh,APOBEC3A inh,APOBEC3G inh,NLRP3 yeast inh,beta cell repl,mIAP activ,hIAP block,mIAP block,hIAP activ
O=C(NNC(=O)C1CCC1)c1ccccc1,0,2,5,15,-3,0.94,-9,6,1.1
CC(C)[C@H]1COCCS(=O)(=O)N1Cc1ccccc1-c1cccc(Cl)c1,2,1,2,.,.,1,.,-1,.
C[C@H](NC(=O)[C@H]1N2C(=O)c3ccccc3C2SC1(C)C)C(=O)N1CCCCC1 (stereo not given in full),-5,-2,-4,0,0,0.94,-7,6,1.1
COc1cc(C(=O)NCCC(c2ccccc2)c2ccccc2)cc(OC)c1OC,2,-5,-10,18,-3,1.3,-42,-34,1.4

# More compounds:
SMILES,SENP1 inh,APOBEC3A inh,APOBEC3G inh,NLRP3 yeast inh,beta cell repl,mIAP activ,hIAP block,mIAP block,hIAP activ
COc1ccc(N2CCN(C(=O)Cc3cccs3)CC2)cc1,0,-3,-3,7,3,0.99,6,1,0.94
Cc1[nH]c(C)c(S(=O)(=O)N2CCC(C)CC2)c1C(=O)N1CCCC1,-2,-4,-4,1,1,0.95,21,5,0.79
CC(=O)CNc1ccc(S(=O)(=O)N/N=C/c2ccccc2)cc1,2,4,-2,-3,-3,0.99,-7,1,1.1
COc1ccc(C(C)(C)C)cc1NC(=O)CCN1C(=O)NC(C)(C)C1=O,1,11,-1,11,-1,1,0,-1,1
Cc1cccc(/C=N/n2c(C)cc(C)c(C#N)c2=O)c1,1,-1,0,26,2,1.1,-6,-6,1.1
Cc1c(C(=O)N2CCCC2)c(S(=O)(=O)Nc2ccccc2)c(C)n1C,1,5,2,-3,-3,1.1,13,-11,0.87
COC(=O)C1(CCSC)NC(c2ccc(O)c(OC)c2)C2C(=O)N(c3ccc(C)cc3)C(=O)C21 (stereo not given),1,-1,-2,6,1,1,-13,-3,1.1
Cc1ccc(S(=O)(=O)Nc2cc3c4c(c2)CCN4C(=O)CC3)cc1,-1,-2,-6,13,3,0.99,-10,0,1.1
COCC(=O)Nc1cc(C)cn(Cc2cccc(C(F)(F)F)c2)c1=O,0,0,-1,21,-1,0.92,11,8,0.89
S=C1NCN(CCc2ccccc2)CN1,3,-2,-2,6,6,1,-1,-4,1
O=C(CN1CCN(c2ccccn2)CC1)N1c2ccccc2Sc2ccc(C(F)(F)F)cc21,4,0,1,3,-5,1.1,6,-7,0.94
Cc1nc(NC(=O)c2c(-c3ccccc3)noc2C)sc1C(=O)N(C)C,-1,-3,-3,11,3,0.99,3,1,0.97
CC(=O)NCCn1c(SCC(=O)c2ccccc2)nc2ccccc2c1=O,-1,-2,3,5,0,1.1,-6,-5,1.1
CSc1ccccc1NC(=O)CN(C)CC(=O)Nc1ccccc1N1CCOCC1,5,-2,-6,3,0,1.1,-20,-15,1.2
O=[N+]([O-])c1ccc(N/N=C/c2cccc(O)c2O)cc1,-25,2,-5,47,-4,0.71,3,29,0.97
COc1ccc(S(=O)(=O)N2CCOC2CNC(=O)C(=O)NCCc2ccccc2)cc1 (stereo not given),0,-1,2,4,1,1,19,-3,0.81
Cc1cc(C(=O)NC(=S)Nc2ccccc2N2CCCC2)ccc1[N+](=O)[O-],3,4,0,11,-2,0.83,-13,17,1.1
COC(=O)c1ccccc1NC(=O)COc1ccccc1[N+](=O)[O-],7,-1,-9,23,1,0.94,7,6,0.93
COc1ccccc1N(Cc1ccccc1)S(=O)(=O)c1cccc(C(=O)Nc2ncccc2C)c1,1,9,-3,11,-6,1,2,-4,0.97
O=C1CC(c2cccc(Cl)c2)C(n2cncn2)C(=O)C1C1NCCc2ccccc21 (stereo not given),-8,-1,-3,-2,1,0.89,0,11,1

# Screening results from PubChem BioAssay.

# A portion of the library; count on the stated rates, not on these rows.
